bCat nuc transl: modulators of beta-catenin nuclear translocation, primary screen, imaging, HeLa cells, immunofluorescence, high-content; nuclear translocation activity, % at 5 µM; actives 0.3% (n = 190,000); AID 1665, 2009;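 active means nuclear translocation activity above 50% at 5 µM, with a well cell count of 50 or more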;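 further: per-cell ratio of nuclear to cytoplasmic median beta-catenin stain intensity; plate controls were DMSO negative control for no effect and GSK-3 inhibitor IX positive control for full effect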
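System: HeLa cells, endogenous beta-catenin; compound dosing: 5 µM primary single dose, 0.1% DMSO, 0.02–20 µM confirmation series; incubation: 24 h compound exposure at 37°C, 5% CO2; signal: beta-catenin immunofluorescence imaging with DAPI; evaluation: % activation, nuclear-to-cytoplasmic median beta-catenin signal ratio per cell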
Insulin prom up: insulin promoter activators in MIN6 cells, imaging, high-content screening, mouse beta cells; MIN6 insulin promoter-GFP reporter; hits give high values; actives 0.3% (n = 190,000); z-score at 5 µM;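 active means z-score above 3 at 5 µM with at least 500 cells counted in the well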
T cell HTS: modulators of CD8 T cell-vesicle binding, primary screen, mouse 2C CD8+ T cells, flow cytometry | 2C CD8+ T cell-vesicle binding; hits give low values | calls only at 7 µM | actives 0.068% (n = 330,000) | AID 2052, 2009;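 active means response, share of CD8 T cells binding vesicles, and their 90th percentile fluorescence all below set limits, cut at about 80% in these data, passing the limit was not always enough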
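Incubation: binding step 1.5 h, 37 °C, antibody labelling 20 min, ice; system: murine 2C transgenic CD8+ T lymphocytes; technique: cytometric PE anti-B7-1 and Alexa647 anti-CD8 signals after 1% paraformaldehyde fixation; also added: QL9-charged Drosophila Ld/ICAM-1/B7-1 vesicles; control set: naked versus QL9-loaded vesicles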
PhoP inhibition: inhibitors of PhoP regulon expression, primary screen, Salmonella Typhimurium, GFP reporter (AID 1863) | S. Typhimurium PhoP-regulated promoter GFP reporter, 4 h; higher % means a stronger effect | inhibition, % at 50 µM; hits with a dose series show IC50 in µM | actives 0.16% (n = 300,000);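 active means inhibition over 29.93%, a cutoff 3 SD above the screen mean, later confirmed by dose response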;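 further: 0% = low Mg2+ inducing control and 100% = high Mg2+ repressing control; strong numbers were not always called active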
MT stabilize HCS: microtubule stabilizers in HeLa cells, primary screen, imaging, high-content imaging | HeLa tubulin immunostaining HCS, 24 h; share of cells brighter than vehicle mean+2SD | AID 2205, 2009 | actives 0.83% (n = 200,000) | % tubulin-high responders, % at 10 µM;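 active means plate Z-score above 3 for both tubulin-high and condensed-nucleus cell shares, with cell loss under 80%, at 10 µM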;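 further: anti alpha tubulin signal scored within the nucleus-defined area of each cell; some results filed as inactive read as strong as hits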
Lipid droplet: inhibitors of hepatocyte lipid droplet formation, primary screen, imaging, high-throughput imaging, BODIPY stain; AML12 mouse hepatocytes, oleate lipid droplets; inhibition, % at 6.5 µM; actives 0.4% (n = 240,000); AID 1656, 2009;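 active means lipid droplet intensity inhibited by at least 50%, with more than 500 cells counted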
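Test system: AML12 mouse liver cells; schedule: overnight exposure; technique: high-content imaging of BODIPY-stained droplets and DAPI nuclei; read-out: % inhibition of corrected integrated BODIPY droplet signal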
CSM14.1 death rescue: rescue of cells from ER stress-induced death, primary screen, 384-well, CSM14.1, thapsigargin, ATP luminescence (AID 1222). 190,000 tested, under 10 active. CSM14.1 thapsigargin-induced death rescue, ATP luminescence; higher % means a stronger effect. cellular ATP content (survival), % at 20 µM; hits with a dose series show EC50 in µM;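 active means EC50 below 50 µM in the dose-response confirmation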;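 further: death triggered by thapsigargin at about 15 µM added after 2 h compound pretreatment; cell ATP read after overnight thapsigargin exposure of roughly 18 to 22 hours; normalized against plate controls of thapsigargin alone and 5% DMSO vehicle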
Dynein cargo inh: inhibitors of GR-EGFP nuclear translocation, primary screen, dynein cargo transport inhibitor project, imaging, high-content, 3617.4 mouse cells; test concentration mostly 20 µM; stimulated with dexamethasone, 1 µM; hits give low values; z-score, hits read low; actives 0.47% (n = 220,000);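 active means plate z-score of nuclear minus cytoplasmic receptor signal below a set negative limit, without overly bright fluorescence or cell loss, cut at about -3.5 in these data, passing the limit was not always enough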;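 further: z-score of nuclear minus cytoplasmic ring GR-EGFP intensity difference per well; some compounds called inactive have numbers as strong as hits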
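Buffer or medium: Induction medium lacking tetracycline, stripped serum | Also added: Dexamethasone agonist, 1.0 µM final, for 30 min | Timing: 48 h induction, 1 h compound, 30 min dex at 37 °C | Detection: Formaldehyde fixation, Hoechst nuclear stain, 10x automated fluorescence imaging | Measure: Nuclear versus cytoplasmic GR-EGFP signal, averaged per well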
Autophagy mod: autophagy modulators in MEF cells, primary screen, imaging, high-content, MEF GFP-LC3. MEF GFP-LC3 puncta imaging; test concentration mostly 10 µM. calls only at 10 µM (by protocol). actives 0.98% (n = 190,000);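 active means percentage of spot-positive cells more than 3 SD above its plate mean, without a fluorescence outlier flag or 80% toxicity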;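 further: spot-positive cell cutoff set from DMSO-treated cells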
Dynein cargo inh cytoplasmic EGFP: further read-out of Dynein cargo inh, marked with its call; z-score; measured here: cytoplasmic GR-EGFP intensity; hits give high values
Dynein cargo inh nuclear GR-EGFP: recorded beside Dynein cargo inh, whose call it bears; z-score; measured here: nuclear GR-EGFP intensity;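 lower value marks the stronger effect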
Dynein cargo inh cell count: also measured in Dynein cargo inh; calls as there; z-score; measured here: cell count per field
Insulin prom up cell count: second read-out of Insulin prom up, no call of its own (marks repeat the call); cell count; measured here: cytotoxicity, nuclei count;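 total cells summed across four imaged fields per well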
Lipid droplet cells 6.5 µM: also measured in Lipid droplet; calls as there; cell count; measured here: cell count, cytotoxicity flag;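 cells counted across two imaged fields per well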
bCat nuc transl cell count 5 µM: second read-out of bCat nuc transl, no call of its own (marks repeat the call); cell count; measured here: cell count, cytotoxicity flag
T cell HTS vesicle-bound %: also measured in T cell HTS; calls as there; double positive events, %; measured here: CD8+ vesicle-bound cell fraction;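 binding gate set so that unloaded-vesicle control wells show 10% double positive cells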
MT stabilize HCS Hoechst-high %: recorded beside MT stabilize HCS, whose call it bears; % Hoechst-high responders; measured here: nuclear condensation Hoechst responders;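 share of cells brighter than vehicle mean plus two SD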
MT stabilize HCS cytotoxicity %: also measured in MT stabilize HCS; calls as there; toxicity, %; measured here: cytotoxicity by cell density;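 0% = mean cell density of plate MIN control wells and 100% = no cells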
Autophagy mod cell loss 18 h: also measured in Autophagy mod; calls as there; toxicity, %; measured here: cell loss, nuclei count;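 cell loss after 18 h compound exposure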
* = called active by the depositor; i = inactive; nt = no result given.

Compound,bCat nuc transl,bCat nuc transl cell count 5 µM,Insulin prom up,Insulin prom up cell count,T cell HTS,T cell HTS vesicle-bound %,PhoP inhibition,MT stabilize HCS,MT stabilize HCS Hoechst-high %,MT stabilize HCS cytotoxicity %,Lipid droplet,Lipid droplet cells 6.5 µM,CSM14.1 death rescue,Dynein cargo inh,Dynein cargo inh cytoplasmic EGFP,Dynein cargo inh nuclear GR-EGFP,Dynein cargo inh cell count,Autophagy mod,Autophagy mod cell loss 18 h
O=C1CCCC2=C1C(Cc1ccccc1)C1=C(CCCC1=O)O2,-7.7,949,-0.05,1563,i,56,3%,5.7,2.6,6.6,nt,nt,1.1%,-0.077,-0.29,-0.11,0.35,i,3
CCOC(=O)c1cc(-c2ccc(C#N)cc2)nc2c1c(C)nn2CCC#N,1.1,988,-0.36,927,i,50,10%,0.6,1.2,12,4,737,-3.4%,-0.29,-0.16,-0.17,0.74,i,-12
N#CC1=C(SCC(=O)Nc2nccs2)NC(=O)CC1c1ccccc1 (stereo unspecified),nt,nt,1.5,822,i,46,-8%,40*,27*,26*,20,760,-1.5%,2.3,0.63,2.7,-2.1,i,37
COc1ccc(S(=O)(=O)N2CCOCC2)cc1Br,0.5,1606,0.26,1490,i,52,8%,3.8,1.0,3.3,5,619,0.6%,2.3,-0.078,1.5,-1.6,i,-21
Cc1cc(N2CCN(C)CC2)nc2ccc(NC(=S)NCCCN3CCN(C)CC3)cc12,-1.5,1026,-0.71,1340,i,19,-8%,2.5,3.3,8.2,28,707,-1.2%,0.93,-0.13,0.62,-0.059,i,-13
Cc1ccc(NC(=O)C(C)N=C2NS(=O)(=O)c3ccccc32)cc1F (stereo unspecified),2.6,1351,0.42,1035,i,29,1%,nt,nt,nt,18,776,nt,0.87,-0.77,0.13,-0.76,nt,nt
CCC(=O)/C=C1/Sc2ccc(OC)cc2N1CCO,1.6,1013,nt,nt,i,56,-5%,2.5,2.4,0.8,20,775,2.4%,-0.83,-0.31,-0.38,1.8,i,-9
CCC(NC(=O)Nc1cc(OC)c(OC)c(OC)c1)(C(F)(F)F)C(F)(F)F,-2.8,1444,-0.11,1564,i,40,2%,4.8,2.0,9.0,nt,nt,1.9%,-0.0015,-0.14,0.48,-0.6,i,10
Cc1nnc(SCc2ccccc2)n(N)c1=O,-2.6,1071,0.42,1472,i,48,-9%,2.1,2.8,7.4,-3,659,-2.5%,1.3,-0.26,0.88,-0.74,i,-4
CN1CCC(N(C)C(=O)c2sc3cc(F)ccc3c2Cl)CC1,3.8,984,-0.39,1314,i,39,10%,4.0,4.1,5.9,0,615,-0.4%,0.77,-0.22,1.4,0.22,i,-1
Cc1ccc(-n2cc(CN(C)Cc3ncc[nH]3)c(-c3cccc(C)c3)n2)cc1,-0.6,1538,nt,nt,i,11,4%,2.8,2.4,6.3,5,673,7.7%,0.63,-0.18,0.22,-0.26,i,25
CC1(C)CC(=O)C(C2(O)C(=O)N(Cc3ccccc3)c3ccccc32)CO1 (stereo unspecified),-0.2,1030,0.2,1153,i,39,3%,4.7,3.0,13,0,718,0.1%,-0.053,-0.23,0.11,-0.025,i,19
COc1ccc(C(NC(=O)c2ccccc2F)NC(=O)c2ccccc2F)cc1,0.4,1059,-0.27,1491,i,50,10%,3.8,1.9,2.9,20,782,4.2%,0.37,-0.2,0.1,-0.28,i,-1
CCN(C(=O)c1cc2c(C)nc3ccccc3c2o1)c1cc(Cl)ccc1OC,-0.5,1287,nt,nt,i,30,-6%,nt,nt,nt,19,683,nt,0.14,-0.23,1,-0.68,nt,nt
CSC(=Nc1ccccc1)C1=C(O)COC1=O,-0.1,1130,nt,nt,i,37,8%,2.2,2.4,2.3,-5,744,-1.4%,0.53,-0.17,0.69,0.28,i,4
CC1CCCN(CC(=O)Nc2cccc([N+](=O)[O-])c2)C1 (stereo unspecified),2.6,1006,-0.05,1362,i,3,6%,4.6,3.1,8.0,-18,645,-2.0%,0.024,-0.22,0.31,-0.58,i,0
Cc1ccnc2nc(C(=O)Nc3nccs3)nn12,-2.6,1173,-0.82,878,i,56,-7%,2.0,1.9,6.7,0,767,4.0%,0.47,-0.24,1,0.38,i,-13
Cc1csc(SCC(=O)N2CCCC2)n1,-0.9,1258,-0.44,1288,i,44,-2%,2.4,1.4,3.2,9,808,-2.0%,0.42,-0.23,0.022,0.55,i,-3
O=C(O)c1cccc(NC(=S)N/N=C/c2c[nH]c3ccccc23)c1,-2.2,1046,2.2,1231,i,35,-3%,1.8,2.0,5.4,13,690,-0.2%,-0.27,-0.31,-0.029,0.64,i,-3
CCN(CC)CCNC(=O)CCc1n[nH]c(=O)c2ccccc12,-1.0,832,0.37,1308,i,27,-1%,3.9,2.5,14,nt,nt,1.3%,-0.35,-0.33,-0.12,0.39,i,-4
O=C(Nc1ccc2c(c1)OCO2)C1CCCN(c2nc3ccccc3s2)C1 (stereo unspecified),-4.4,907,-0.55,1128,i,54,13%,4.4,2.7,5.8,nt,nt,-0.4%,-0.45,-0.17,0.069,-0.35,i,-15
O=C(NCc1ccco1)c1cnccn1,0.5,1132,0.16,728,i,46,1%,2.1,2.0,4.0,nt,nt,-1.1%,-0.71,-0.22,-0.097,1.1,i,-6
Cn1c(=O)[nH]c(=O)c2c1ncn2CCN1CCOCC1,nt,nt,0.64,1293,i,54,3%,3.9,2.1,10,-1,747,-0.5%,-0.34,-0.2,-0.53,0.17,i,0
c1ccc(-n2nnnc2SCCCSc2nc3ccccc3s2)cc1,-0.6,1141,-1.2,981,i,34,-9%,1.8,1.6,8.5,nt,nt,1.5%,-0.27,0.077,0.066,0.018,i,-4
FC(F)(F)c1nnc2sc(-c3ccco3)nn12,-0.8,1055,-0.16,1854,i,20,2%,2.4,1.9,8.0,1,487,0.2%,-0.68,-0.21,-0.037,0.46,i,55
O=C(NCCN1CCOCC1)c1cccnc1SCc1ccccc1Cl,0.0,1149,0.06,1199,i,45,-1%,3.5,3.6,9.5,0,726,-1.5%,-0.22,-0.31,-0.061,0.3,i,-1
CN(C)S(=O)(=O)c1cccc(C(=O)OCC(=O)c2ccc3c(c2)NC(=O)CO3)c1,nt,nt,nt,nt,i,8,0%,4.3,1.9,6.4,nt,nt,-1.8%,1.2,-0.2,0.41,-1.4,i,6
Cc1cc(C)n(S(=O)(=O)c2cc(C(=O)O)c(Cl)cc2Cl)n1,nt,nt,-0.24,1303,i,30,nt,2.8,2.1,4.0,8,700,nt,0.67,-0.23,0.28,0.78,i,-1
CC(C)CCNC(=O)COC(=O)/C=C/c1ccc2ccccc2n1,-0.3,1561,0.77,1327,i,27,1%,3.7,3.5,7.9,7,709,-0.2%,-0.52,-0.25,0.41,-0.8,i,5
CC(C)(C)NC(=O)c1ccc(Cn2cc(C(F)(F)F)ccc2=O)cc1,-1.9,1051,-0.04,1205,i,43,-4%,2.3,2.3,8.1,26,718,1.1%,-0.69,-0.33,-0.18,0.18,i,-5
Cc1nc2ccccn2c1/C(O)=C1\C(=O)C(=O)N(CCN2CCOCC2)C1c1ccncc1 (stereo unspecified),0.6,1385,-0.93,1222,i,24,3%,1.8,1.8,5.9,nt,nt,-1.8%,0.26,0.12,0.18,-0.28,i,10
CCOc1ccc(-c2nc(N)ncc2Oc2ccccc2Br)c(O)c1,nt,nt,0.72,949,i,41,7%,2.1,1.0,8.8,9,787,-0.9%,0.31,0.1,0.2,0.12,i,35
COc1ccc(-n2c(Cn3c(=O)sc4ccccc43)nnc2SCC(=O)N2CCCC2)cc1,nt,nt,-0.87,541,i,45,10%,3.9,3.5,5.7,nt,nt,0.1%,-0.36,-0.15,-0.19,-0.13,i,20
COc1ccc(CCn2c(-c3ccc(F)cc3)nc3c(c(=O)c4ccccc4n3C)c2=O)cc1OC,4.0,946,-0.4,1267,i,34,2%,nt,nt,nt,-11,720,nt,-0.27,-0.25,-0.25,1.1,nt,nt

High-throughput results deposited in PubChem BioAssay by several laboratories.
